Source: PubChem (Dana-Farber Cancer Institute and Novartis Institutes for BioMedical Research (Cambridge, Mass))
UCHL1 inh = inhibitors of human UCHL1 deubiquitinase | P09936 | purified UCHL1, Ub-rhodamine cleavage fluorescence | inhibition, % at 20 µM | 47,000 tested, 0.2% active
USP8 inh = inhibitors of human USP8 deubiquitinase. 47,000 tested, 4.2% active. inhibition, % at 20 µM. P40818. purified USP8, Ub-rhodamine cleavage fluorescence, 30 min
USP30 block = inhibitors of human USP30 deubiquitinase; Q70CQ3; purified USP30, Ub-rhodamine cleavage fluorescence; inhibition, % at 25 µM; 47,000 tested, 5.3% active
USP10 block = inhibitors of human USP10 deubiquitinase; AID 1645856; inhibition, % at 20 µM; Q14694; purified USP10, Ub-rhodamine fluorescence, 60 min; 47,000 tested, 1.1% active
USP28 inh = blocks human USP28 ubiquitin-rhodamine cleavage; Q96RU2; purified USP28, Ub-rhodamine cleavage fluorescence, 30 min; inhibition, % at 25 µM; 47,000 tested, 3% active; AID 1645857
OTUD3 block = blocks human OTUD3 ubiquitin-rhodamine cleavage; Q5T2D3; purified OTUD3, Ub-rhodamine fluorescence, 2 h; inhibition, % at 25 µM; 47,000 tested, 0.7% active; AID 1645858
Target sequence (Q5T2D3 whole entry, looked up): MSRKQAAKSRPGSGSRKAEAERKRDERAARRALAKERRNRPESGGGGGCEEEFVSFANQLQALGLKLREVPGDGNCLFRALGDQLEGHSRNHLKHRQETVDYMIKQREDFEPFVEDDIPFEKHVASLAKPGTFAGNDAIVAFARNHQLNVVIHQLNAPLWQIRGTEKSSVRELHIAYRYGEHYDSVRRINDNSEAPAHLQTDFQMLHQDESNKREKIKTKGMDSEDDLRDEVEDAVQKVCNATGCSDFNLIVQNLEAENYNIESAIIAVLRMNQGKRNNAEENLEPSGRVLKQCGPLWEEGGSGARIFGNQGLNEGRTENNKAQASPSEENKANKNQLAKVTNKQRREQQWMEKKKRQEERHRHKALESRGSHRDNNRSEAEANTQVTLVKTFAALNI
USP17 block = blocks human USP17 ubiquitin-rhodamine cleavage; inhibition, % at 50 µM; AID 1645855; A8MUK1; 47,000 tested, 6.5% active; purified USP17, Ub-rhodamine cleavage fluorescence, 3 h
Target sequence (A8MUK1 whole entry, looked up): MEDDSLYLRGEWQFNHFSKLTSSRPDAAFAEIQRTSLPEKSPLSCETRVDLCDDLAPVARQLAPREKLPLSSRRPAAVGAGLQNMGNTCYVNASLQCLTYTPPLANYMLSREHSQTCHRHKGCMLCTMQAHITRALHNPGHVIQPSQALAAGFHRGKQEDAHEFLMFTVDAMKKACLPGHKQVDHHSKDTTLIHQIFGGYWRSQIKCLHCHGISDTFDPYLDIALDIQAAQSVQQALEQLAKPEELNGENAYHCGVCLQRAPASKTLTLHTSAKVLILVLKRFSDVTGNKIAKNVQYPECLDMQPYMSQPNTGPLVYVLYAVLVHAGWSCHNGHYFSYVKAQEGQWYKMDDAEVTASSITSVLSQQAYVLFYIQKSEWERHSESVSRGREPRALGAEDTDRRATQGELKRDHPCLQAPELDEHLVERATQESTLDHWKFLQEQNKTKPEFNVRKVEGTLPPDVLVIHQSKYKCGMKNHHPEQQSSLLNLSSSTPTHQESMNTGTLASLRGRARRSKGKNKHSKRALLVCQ
USP7 inh = human USP7 deubiquitinase inhibition. 47,000 tested, 0.3% active. inhibition, % at 20 µM. purified USP7, Ub-rhodamine cleavage fluorescence. Q93009
An asterisk follows results filed as active; i = inactive; . = not tested or not shown. No stated cut-off is given here; in the data, active means inhibition above about 30%; inactive means the rest.

SMILES	UCHL1 inh	USP8 inh	USP30 block	USP10 block	USP28 inh	OTUD3 block	USP17 block	USP7 inh
CCN(Cc1ccncc1)C(=O)c1cccc(S(=O)(=O)N(C)c2ccccc2)c1	1	5	7	2	2	3	6	5
O=C(Nc1cc(-c2ccccn2)no1)c1cccc(F)c1	-4	0	4	1	7	-1	4	-8
CC1Cc2ccccc2N1C(=O)Cc1csc(NC(=O)c2ccc(=O)[nH]c2)n1 (stereo not drawn)	-25	47*	-135	-7	-34	-29	23	-29
O=C(c1ccoc1)N1CCC2(CC1)CCN(c1ncccn1)CC2	-5	-83	-10	-1	-10	-6	-15	-5
Cc1nc(-c2cccc(NC(=O)c3ccccc3F)c2)no1	0	-2	0	4	21	-1	2	0
CCc1ccc(NC(=O)Cn2c(C)cc(=O)n3nc(C(F)(F)F)nc23)cc1	0	3	3	3	-3	-2	4	4
Cc1ccccc1CC(=O)N1CCN(C(=O)c2cc(-c3cccnc3)n[nH]2)CC1	1	11	21	-1	10	4	-17	8
Cn1c(C2CCN(S(=O)(=O)c3ccc(F)cc3)C2)nc2cccnc21 (stereo not drawn)	3	11	0	0	2	0	0	4
CC(C)C(=O)N1C2CCC1CC(O)(c1nccn1C)C2 (stereo not drawn)	-19	-11	-318	-3	-72	-75	-101	-22
c1ccc2c(-c3nc(C4CC4)no3)nnc(NC3CCCCC3)c2c1	4	12	33*	6	17	8	1	4
c1ccc(-c2nc(N3CCCCCC3)c3sccc3n2)cc1	2	0	0	7	29	-1	-2	0
CSCCC(NS(=O)(=O)c1cccs1)C(=O)NCc1ccccc1 (stereo not drawn)	-14	-16	-69	-8	-27	-17	-23	-9
O=C(CCC(=O)N1CCC(n2c(=O)[nH]c3ccccc32)CC1)c1ccc2c(c1)CCCC2	-3	-5	-58	-5	19	-12	14	0
CCCc1noc(-c2ccc(-n3cnc(C(=O)N4CCCC4)c3)nc2)n1	2	11	15	3	7	9	3	3
Cc1nccn1Cc1nc(-c2cccc(C(F)(F)F)c2)no1	1	0	5	-1	23	2	-1	1
O=C(NC1CCCC1)C1CCCN(S(=O)(=O)N2CCCC2)C1 (stereo not drawn)	-1	-5	.	-1	.	1	3	1
COc1ccc(C2CN(C(=O)c3cnco3)CCN2C(C)=O)cc1 (stereo not drawn)	-9	-17	-2	-2	-3	-2	-4	-5
O=C(c1ccc(F)c(F)c1)N1CC(C(=O)N2CCN(c3ccccn3)CC2)C1	-2	0	6	1	3	0	-2	1
CCOc1cc(C2C3=C(CC(c4ccccc4)CC3=O)Nc3ccccc3N2C(=O)C(F)(F)F)ccc1OCc1ccc(Cl)cc1 (stereo not drawn)	0	23	8	0	7	0	-6	10
O=C(C1CCCN(S(=O)(=O)c2cccnc2)C1)N1CCc2ccccc2C1 (stereo not drawn)	-5	-3	0	-1	-11	-6	-8	-1
Cc1ccccc1-c1noc(-c2cn(Cc3ccc(NC(=O)Cc4ccccc4)cc3)cn2)n1	0	37*	69*	15	37*	6	60*	-2
Cc1oc2c(c1C(=O)NCc1ccccn1)CN(Cc1ccc(F)cc1)CC2	-3	-36	-61	-5	-15	-15	-46	-5
Cc1nnc(NC(=O)c2cn(-c3ccc(Br)cc3)nn2)s1	0	-85	34*	3	0	0	19	1
Cc1ccc(CN2CCOCC3(CC(Cn4cnnc4)CO3)C2)s1 (stereo not drawn)	2	-23	20	2	12	8	13	2
CN(CC1COc2ccccc2O1)C(=O)c1ccc(-c2cncnc2)nc1 (stereo not drawn)	1	6	10	0	0	5	3	6
CCOc1ccc2nc(C(=O)NC3CCCCCC3)cn2n1	-2	5	-18	2	-3	-2	21	0
Cc1ccc(-n2nc(C(=O)N3CCN(c4ccccn4)CC3)c3ncn(C)c(=O)c32)cc1	0	-4	-3	-1	3	-6	-7	0
Cc1ccc(CC2CCCN(C(=O)CN3C(=O)NC(C)(C)C3=O)C2)cn1 (stereo not drawn)	2	0	13	1	6	12	1	1
Cc1cc(NC(=O)CSc2nccn2-c2ccc(F)cc2)no1	1	-2	13	0	5	11	1	3
Cc1ccc(CN2C[C@@H]3c4nc(N(C)C)ncc4CS(=O)(=O)[C@@H]3C2)cc1	0	1	31*	4	7	6	-3	-1
COCCn1c(C)c(C)c(S(=O)(=O)c2ccccc2)c1NC(=O)c1ccccc1OC	1	22	20	2	14	9	8	-1
CCOc1ccc(C2C=C(C(=O)O)NC(=O)N2)cc1 (stereo not drawn)	0	9	9	-1	6	2	6	4
CN1C(=O)OC[C@@H]2CCN(C(=O)c3cnc4ccccc4n3)C[C@H]21	1	-31	0	1	0	1	-1	5
O=[N+]([O-])c1ccc(S(=O)(=O)CC2CSc3nc4ccccc4n32)cc1 (stereo not drawn)	1	-100	1	2	-6	2	0	21
O=S(=O)(NCc1ccccc1)c1ccc(-c2cc(C(F)(F)F)on2)s1	3	20	18	8	19	10	12	8
CCOC(=O)c1sc2nc(CN3CCN(c4ccccn4)CC3)[nH]c(=O)c2c1C	-70	16	-81	-6	-18	-13	13	-47
CCN1C(=O)CCCC12CCCN(C(=O)c1ccc(Cl)cc1)C2 (stereo not drawn)	2	-107	25	-3	7	11	-7	2
Cc1cc(C2CCCN2C(=O)Nc2ccc(C)c(Cl)c2)on1 (stereo not drawn)	-2	-3	-1	1	-12	-12	.	-4
O=C(NCc1cc2ccccc2[nH]1)c1ccc(COc2ccc(Br)cc2)cc1	-19	55*	-58	-10	18	-20	9	-33
COc1ccccc1C(=O)NCC(c1ccc2c(c1)CCCN2C)N1CCCC1 (stereo not drawn)	-73	-276	i	-14	-209	-225	-191	-84
O=C(c1cnccn1)N1CCc2ncnc(-c3cccc(F)c3)c2CC1	0	-11	4	2	6	8	10	8
O=C(NCCc1c[nH]c2ccccc12)c1noc2c1CCc1sccc1-2	6	9	-55	8	22	-7	32*	-3
C=CCN1C(=O)C2(CC(=O)Nc3c2cnn3-c2ccc(C)c(C)c2)c2cc(Cl)ccc21 (stereo not drawn)	6	-10	0	9	14	4	1	-18
CC(C)CNC(=O)C1CCN(c2ccc(-c3ccc(F)cc3)nn2)CC1	-1	5	.	6	.	-10	3	3
COc1ccc(C2=Nc3ccccc3N3C(=O)c4c(ccc(OC)c4OC)C3C2)cc1 (stereo not drawn)	1	15	7	2	6	8	4	1
CNc1nc(C2CCN(C)CC2)nc2c1CN(C(=O)c1sc(C)nc1C)CC2	-2	0	-3	-3	-5	0	0	1
COC(=O)[C@@H]1[C@H](O)[C@H](C)[C@H](O)[C@](C)(O)/C=C\C=C(/C)C(=O)Nc2c(C)c(OC(C)=O)c3c(c2O)C(=O)C(C)=C2OCOC(=C23)/C(C)=C/[C@@](C)(O)[C@H](O)[C@H](C)[C@@H]1OC(C)=O	0	2	1	6	-4	-8	0	6
CC1(C)[C@H](Cc2cc(COc3ccccc3)on2)C[C@@H]1N	1	-1	-26	2	0	-17	-9	-9
CNC(=O)C(C)[C@H]1C(=O)/C(=C(O)/C=C/C(C)=C/[C@@H](C)[C@H]2O[C@@]3(C)O[C@H](C=C[C@@]34CO4)[C@@H]2C)C(=O)N1[C@@H]1CC[C@H](O)[C@H](C)O1 (stereo partly drawn)	-12	-48	-77	-7	-16	-11	-61	-11
COc1cc2c(cc1OC)C(C)N(C(=O)c1cc3c(s1)-c1ccccc1S(=O)(=O)C3)CC2 (stereo not drawn)	-2	14	3	0	-3	-1	-7	6
Cc1cc(F)ccc1NC(=O)c1cc(S(=O)(=O)N2CCCCC2)c[nH]1	1	11	14	4	5	4	1	7
CC(C)(C)c1nn(-c2ccc(Cl)cc2)c2[nH]c(=O)c(CNCc3ccco3)cc12	5	66*	-334	7	-81	-68	-58	-63
O=C(Cn1c(SCCOc2ccccc2)nc2ccccc21)NC1CC1	-1	-4	3	2	-3	1	24	-2
CCOC(=O)N1CCC(NC(=O)c2cnn(-c3ccc(C)cc3C)c2C2CCNCC2)CC1	-4	-182	-6	-1	-18	-7	-31	1
Cn1c(CCN2CCCC2)nc2cc(NS(=O)(=O)c3ccccc3)ccc21	-3	15	-22	-7	-6	-15	61*	-1
O=C(NCCc1c[nH]c2ccccc12)C1CCC(CNS(=O)(=O)c2ccccc2)CC1 (stereo not drawn)	6	8	7	-4	5	0	16	6
Cc1csc(-c2noc(-c3ccc(C(C)(C)C)cc3)n2)c1Cl	4	14	15	5	5	12	4	4
COc1cccc(NC(=O)NC2CCN(c3ccccc3)C2=O)c1 (stereo not drawn)	2	1	15	3	6	7	9	2
O=C(c1cncc(NS(=O)(=O)c2ccccc2)c1)N1CCN(Cc2ccc3c(c2)OCO3)CC1	-2	0	-1	2	-4	-3	.	0
Cc1cc(N)n(-c2nc3ccccc3n2Cc2c(F)cccc2Cl)n1	6	0	24	6	10	7	9	-16

Arranged by molar mass (low to high): part of the list above
SMILES	UCHL1 inh	USP8 inh	USP30 block	USP10 block	USP28 inh	OTUD3 block	USP17 block	USP7 inh
CC1(C)[C@H](Cc2cc(COc3ccccc3)on2)C[C@@H]1N	1	-1	-26	2	0	-17	-9	-9
COc1cccc(NC(=O)NC2CCN(c3ccccc3)C2=O)c1 (stereo not drawn)	2	1	15	3	6	7	9	2
Cc1csc(-c2noc(-c3ccc(C(C)(C)C)cc3)n2)c1Cl	4	14	15	5	5	12	4	4
Cc1cc(N)n(-c2nc3ccccc3n2Cc2c(F)cccc2Cl)n1	6	0	24	6	10	7	9	-16
Cc1cc(F)ccc1NC(=O)c1cc(S(=O)(=O)N2CCCCC2)c[nH]1	1	11	14	4	5	4	1	7
CC(C)(C)c1nn(-c2ccc(Cl)cc2)c2[nH]c(=O)c(CNCc3ccco3)cc12	5	66*	-334	7	-81	-68	-58	-63
O=C(NCCc1c[nH]c2ccccc12)C1CCC(CNS(=O)(=O)c2ccccc2)CC1 (stereo not drawn)	6	8	7	-4	5	0	16	6
CCOC(=O)N1CCC(NC(=O)c2cnn(-c3ccc(C)cc3C)c2C2CCNCC2)CC1	-4	-182	-6	-1	-18	-7	-31	1
O=C(c1cncc(NS(=O)(=O)c2ccccc2)c1)N1CCN(Cc2ccc3c(c2)OCO3)CC1	-2	0	-1	2	-4	-3	.	0
CNC(=O)C(C)[C@H]1C(=O)/C(=C(O)/C=C/C(C)=C/[C@@H](C)[C@H]2O[C@@]3(C)O[C@H](C=C[C@@]34CO4)[C@@H]2C)C(=O)N1[C@@H]1CC[C@H](O)[C@H](C)O1 (stereo partly drawn)	-12	-48	-77	-7	-16	-11	-61	-11

(next part)
SMILES	UCHL1 inh	USP8 inh	USP30 block	USP10 block	USP28 inh	OTUD3 block	USP17 block	USP7 inh
O=C(OCc1cc(=O)n2cc(Br)ccc2n1)c1ccc(S(=O)(=O)N2CCc3ccccc3C2)cc1	-1	-4	-59	-5	-16	-14	4	1
O=C(CN1C(=O)/C(=C/c2ccccc2Cl)N=C1c1ccccc1)c1ccccc1	-7	-26	-194	0	-52	-33	-58	1
COc1ccc(Cn2c(Oc3ccccc3C)nc3c2c(=O)n(C)c(=O)n3C)cc1	-1	23	32*	0	13	20	27	-1
Cc1ccc(CSc2nnc(CN3CCOCC3)n2C)cc1	2	6	-9	1	-18	-5	-12	0
O=C(NC1CCCC1)c1cncc(NS(=O)(=O)c2ccc3c(c2)OCCO3)c1	1	20	7	0	1	8	11	4
COC(=O)c1c(NC2CCC(C)CC2)c2cc(F)ccc2[nH]c1=O (stereo not drawn)	-1	-20	0	3	-8	-10	-13	-42
Cc1ccc(N2CCN(C(=O)CCC3=NS(=O)(=O)c4ccccc4N3)CC2)c(C)c1	0	-2	-9	-1	12	7	3	2
COCCNC(=O)Cn1c(=O)cc(C)c2c(-c3ccccc3)nn(-c3ccccc3)c21	-1	-5	-70	-7	-25	-18	-22	0
COc1ccc(NS(=O)(=O)c2ccc3c(c2)NC(=O)CS3)cc1Cl	0	1	0	4	-8	-11	-5	-15
O=C1c2ccccc2C(Cc2ccncc2)(Cc2ccncc2)c2ccccc21	-1	4	0	3	-7	-1	-7	3
Cn1c(=O)c2c(nc(CN3CCN(c4ccccc4)CC3)n2CCN2CCOCC2)n(C)c1=O	-2	-1	-3	0	-2	-2	-5	-1
O=c1ccc(-c2noc(-c3ccc4c(c3)OCO4)n2)c[nH]1	-5	-10	-17	-3	-13	-3	-7	-8
COCCN1C(=O)c2ccccc2C(C(=O)Nc2ccc(Cl)cc2)C12CCCC2 (stereo not drawn)	3	9	10	4	3	5	9	-7
Cc1ccc2c(Cl)c(C(=O)NCC(c3ccccc3)N3CCOCC3)sc2c1 (stereo not drawn)	-3	0	3	4	2	4	-1	0
O=C(c1ccc(OC2CCN(C(=O)c3ccccc3)CC2)nc1)N1CCOCC1	-6	-1	-1	0	-7	-1	0	-4
COc1ccccc1NS(=O)(=O)c1ccc(-c2cc(C)[nH]n2)s1	2	18	16	0	10	1	3	3
CS(=O)(=O)N(Cc1ccccc1)c1ccccc1C(=O)Nc1cc(C(F)(F)F)ccc1Cl	9	4	6	10	1	3	7	8
